# Screening results from PubChem.
# PME-1 primary – PME-1 (human) inhibition. Q9Y570. recombinant PME-1, FP-Rh probe fluorescence polarization. inhibition, % at 5.9 µM. 320,000 compounds, 0.53% hits. AID 2130;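 active = inhibition above the campaign mean of all compounds plus 3 SD, cut at about 26% in these data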;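 also: competitive labeling of PME-1 active site by serine hydrolase directed probe; 0% = PME-1 with DMSO and 100% = wells lacking PME-1 enzyme; inhibitors block probe labeling so polarization falls and inhibition rises; many of its hits are not listed in these tables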
# VLA-4 inh – inhibition in a human VLA-4 binding assay. inhibition, % (about 7 µM as worked out from the volumes in the protocol). P13612. 330,000 compounds, 0.2% hits. VLA-4 expressing cells, ligand binding flow cytometry; in the data active = inhibition above about 50%
# Efflux pump mplx – inhibitors of Candida antifungal efflux pumps expressed in yeast. S. cerevisiae Candida pump triplex, Nile Red efflux. inhibition, % at 10 µM. 330,000 compounds, 0.44% hits;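 active = plate passing quality check with inhibition over a set limit, or well fluorescence over plate mean plus 4 SD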;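 also: Nile Red retained in pooled yeast measured as flow cytometry median fluorescence; 0% = buffer negative control and 100% = Enniatin B positive control; higher means more Nile Red kept so more efflux inhibition; some compounds called inactive have numbers as strong as hits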
# GLD-1 RNA inh – GLD-1-TGE RNA interaction inhibition (C. elegans). 320,000 compounds, 0.44% hits. purified GLD-1 + fluorescein TGE RNA, fluorescence polarization. AID 2280. Q17339. inhibition, % at 5.96 µM;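 active = percent inhibition above a per-plate cutoff, the plate mean of test compounds plus 3 SD, cut at about 30% in these data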;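 also: 0% = DMSO wells with GLD-1 and probe and 100% = wells lacking GLD-1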
# BCLXL inh – blocks human Bcl-xL binding to Bim BH3 peptide | GST-Bcl-xL / FITC-Bim BH3 peptide fluorescence polarization | Q07817 | 320,000 compounds, 0.7% hits | inhibition, % at 10.9 µM;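 active = inhibition above the mean of all tested compounds plus 3 SD, cutoff set per campaign, cut at about 30% in these data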;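 also: 0% = DMSO wells and 100% = unlabeled Bim-BH3 peptide competitor; inhibitors lower millipolarization by displacing the labeled peptide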
# Target sequence (Q07817 whole entry, looked up): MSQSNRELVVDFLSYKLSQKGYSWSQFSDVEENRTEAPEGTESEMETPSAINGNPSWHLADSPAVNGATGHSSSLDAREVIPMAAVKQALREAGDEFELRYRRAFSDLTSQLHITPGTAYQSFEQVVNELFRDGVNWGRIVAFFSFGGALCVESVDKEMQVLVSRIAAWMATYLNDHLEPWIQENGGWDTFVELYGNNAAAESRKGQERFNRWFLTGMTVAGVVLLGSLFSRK
# GRK2 aptamer HTS – blocks RNA aptamer binding to human GRK2; P25098; bead flow cytometry, FAM-aptamer displacement from GRK2; inhibition of aptamer binding, % at 10 µM; 330,000 compounds, 0.59% hits; AID 488847;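 active = inhibition of aptamer binding above 40%, roughly 3 SD of noise, on plates passing a quality check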;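 also: median bead fluorescence of bound FAM aptamer so fluorescent compounds give negative values; no value below 0 was filed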
# Fam108B counter – counter-screen for RBBP9 inhibitors: inhibitors of mouse Fam108B; recombinant Fam108B, FP-Rh probe fluorescence polarization; inhibition, % at 9.51 µM; 300,000 compounds, 0.33% hits; AID 1947;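 active = inhibition above the screen mean inhibition plus 3 SD, computed separately per campaign, cut at about 18% in these data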;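 also: inhibitors lower polarization as less probe binds the enzyme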
# MEX-5 binding – C. elegans MEX-5 TCR-2 RNA binding activity | 300,000 compounds, 0.38% hits | AID 1832 | MEX-5/FITC-TCR2 RNA binding, fluorescence polarization; active compounds read low | Q9XUB2 | activity score (negative = inhibition of binding), % at 10 µM;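 active = inhibition past about -25% in most replicates, and total fluorescence under double the plate's negative control median, limit read from the data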;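 also: 0% = DMSO and -100% = 5 µM competing unlabeled TCR2 RNA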
# Target sequence (Q9XUB2 whole entry, looked up): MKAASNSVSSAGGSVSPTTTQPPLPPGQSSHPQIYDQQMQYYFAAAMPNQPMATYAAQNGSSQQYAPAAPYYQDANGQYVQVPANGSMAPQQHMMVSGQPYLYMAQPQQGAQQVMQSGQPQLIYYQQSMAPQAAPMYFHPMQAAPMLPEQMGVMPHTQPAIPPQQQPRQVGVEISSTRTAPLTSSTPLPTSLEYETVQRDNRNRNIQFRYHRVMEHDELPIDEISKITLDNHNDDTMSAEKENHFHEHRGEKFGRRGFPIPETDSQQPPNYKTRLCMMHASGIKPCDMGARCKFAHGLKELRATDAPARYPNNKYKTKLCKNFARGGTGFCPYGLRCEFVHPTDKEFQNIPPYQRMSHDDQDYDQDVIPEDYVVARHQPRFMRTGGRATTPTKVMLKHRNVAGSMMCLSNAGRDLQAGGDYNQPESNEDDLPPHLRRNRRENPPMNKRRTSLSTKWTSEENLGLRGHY
# MCL1 BIM primary – MCL1-BIM-BH3 interaction inhibition (human). inhibition, % at 10.9 µM. GST-MCL1 / FITC-Bim-BH3 fluorescence polarization. 320,000 compounds, 0.68% hits;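 active = inhibition above the mean inhibition of all tested compounds plus 3 SD, set per campaign, cut at about 40% in these data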;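 also: 0% = DMSO wells and 100% = unlabeled Bim-BH3 peptide control; higher means more loss of mP so more displacement of Bim peptide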
# Target sequence (Q07820 whole entry, looked up): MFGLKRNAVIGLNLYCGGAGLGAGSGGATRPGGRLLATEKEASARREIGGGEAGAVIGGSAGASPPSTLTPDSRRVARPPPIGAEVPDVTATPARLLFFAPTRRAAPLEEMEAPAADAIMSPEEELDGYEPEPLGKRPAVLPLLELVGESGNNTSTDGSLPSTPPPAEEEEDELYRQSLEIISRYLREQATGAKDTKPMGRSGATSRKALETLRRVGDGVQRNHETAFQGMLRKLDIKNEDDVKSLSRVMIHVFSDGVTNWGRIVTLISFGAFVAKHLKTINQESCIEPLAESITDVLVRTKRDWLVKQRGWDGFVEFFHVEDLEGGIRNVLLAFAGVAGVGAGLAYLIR
# * = called active by the depositor; nt = no result given. These rows are one share of the data. The share of hits here may be higher or lower than overall.
SMILES,PME-1 primary,VLA-4 inh,Efflux pump mplx,GLD-1 RNA inh,BCLXL inh,GRK2 aptamer HTS,Fam108B counter,MEX-5 binding,MCL1 BIM primary
O=C(Nc1cc2c3c(c1)CC(=O)N3CCC2)c1ccc(F)cc1,-3.4,13.8,0.0,9.7,2.6,0.0,-5.8,1.8,4.8
C/C(=N\Oc1cccc(F)n1)c1ccc(Cl)cc1Cl,-7.1,6.9,0.5,-2.8,5.2,0.0,0.3,-1.7,9.2
Fc1ccc(-n2nnc(-c3ccccc3Cl)n2)cc1,1.9,6.1,0.0,4.7,2.2,0.0,-1.3,-1.6,-1.9
O=C(CCS(=O)(=O)Cc1ccccc1F)NCCCN1CCCCC1,-7.3,7.3,0.1,1.2,2.0,0.0,-0.1,-2.3,0.6
COc1ccc(-c2csc(-n3cccn3)n2)cc1,3.3,11.0,0.2,4.1,0.7,1.0,0.1,1.2,1.5
Cc1cn(S(=O)(=O)c2ccccc2[N+](=O)[O-])cn1,-1.4,1.7,0.0,-8.7,-1.2,0.0,0.9,1.2,-4.2
CN1CCN(c2nc3c(c(=O)[nH]c(=O)n3C)n2Cc2ccc([N+](=O)[O-])cc2)CC1,3.7,6.3,-0.1,0.5,-4.9,0.0,4.0,1.1,-5.5
CCS(=O)(=O)c1ncc(Cl)c(C(=O)Nc2ccc(S(=O)(=O)N3CCCC(C)C3)cc2)n1 (stereo not given),-47.5,22.4,0.1,10.4,9.1,0.0,-27.9,-1.9,2.2
Cc1cccc(N(C)S(=O)(=O)c2ccc3c(c2)CCC(=O)N3)c1,0.6,4.2,-0.1,1.9,1.5,7.0,-1.4,1.0,0.6
Cc1cc(C)c2c(C)c(C(=O)NCc3ccncc3)oc2c1,-1.6,10.1,0.0,3.2,1.3,2.0,-4.0,1.2,0.5
O=[N+]([O-])c1ccc(N2CCN(S(=O)(=O)c3ccc(Cl)cc3)CC2)cc1NCc1cccnc1,25.8,-15.3,0.1,2.0,6.2,3.0,-1.2,2.7,-3.7
COc1ccc(-n2ncc3c(N4CCC(C(N)=O)CC4)ncnc32)cc1,-14.3,4.6,-0.1,-2.6,0.6,3.0,-2.1,2.3,-3.0
COc1cc(/C=C2\CC/C(=C\c3ccc(OCCO)c(OC)c3)C2=O)ccc1OCCO,-0.9,-464.0,0.1,-110.9,-12.9,2.0,-3.0,-2.0,-34.0
O=C(CNCC1CCCO1)Nc1ccc(N2CCCCCC2)cc1 (stereo not given),0.3,2.4,-0.6,0.4,8.7,0.0,3.1,-1.8,1.0
CC(C)NC(=O)c1ccc(-c2cccc(C(F)(F)F)c2)o1,-3.5,11.4,0.1,7.6,9.2,2.0,-3.9,-1.4,7.4
Cc1nc2ccc(OC(=O)c3ccccc3)cc2s1,2.0,12.8,0.1,0.5,2.6,0.0,3.6,1.6,1.2
CC(O)CNc1nc(Cl)c(C#N)s1 (stereo not given),6.8,0.0,0.0,7.8,8.9,0.0,-0.8,-3.3,13.9
COC(=O)c1cc2c(C)nn(C)c2s1,5.5,1.1,-0.1,1.6,1.6,0.0,0.8,1.6,1.4
Cc1c(C)c2c(OCC(=O)Nc3cccnc3)cc3c(c2oc1=O)CCC(C)(C)O3,1.4,33.3,-0.2,2.6,-1.8,0.0,1.7,1.0,-3.0
CC(=O)Nc1ccc(NC(=O)c2ccc(NS(=O)(=O)c3cc(C(C)(C)C)cc(C)c3C)cc2)cc1,-51.6,6.4,-0.6,7.4,6.9,1.0,-26.9,1.0,7.8
CCOc1ccccc1-c1nc2c(s1)CCc1onc(-c3ccc(OC)cc3)c1-2,-2.9,3.0,0.0,8.3,-1.9,7.0,-3.4,2.7,3.4
O=C(N/N=C/c1cc(Br)ccc1O)c1ccccc1Cl,2.3,12.2,0.8,7.1,5.4,0.0,-0.4,-1.6,12.5
CCOC(=O)c1c(-c2ccccc2)n(C)c2ccc(O)cc12,-2.0,16.7,0.0,-0.7,7.0,2.0,5.1,-0.7,8.8
CCN(C(=O)COC(=O)CC(C)c1ccccc1)c1c(N)n(Cc2ccccc2)c(=O)[nH]c1=O (stereo not given),6.2,-20.2,0.4,-1.4,-1.4,0.0,nt,nt,-3.9

# 2 of these compounds in another layout:
CCOc1ccccc1-c1nc2c(s1)CCc1onc(-c3ccc(OC)cc3)c1-2
  PME-1 primary = -2.9 | VLA-4 inh = 3.0 | Efflux pump mplx = 0.0 | GLD-1 RNA inh = 8.3 | BCLXL inh = -1.9 | GRK2 aptamer HTS = 7.0 | Fam108B counter = -3.4 | MEX-5 binding = 2.7 | MCL1 BIM primary = 3.4

O=C(N/N=C/c1cc(Br)ccc1O)c1ccccc1Cl
  PME-1 primary = 2.3 | VLA-4 inh = 12.2 | Efflux pump mplx = 0.8 | GLD-1 RNA inh = 7.1 | BCLXL inh = 5.4 | GRK2 aptamer HTS = 0.0 | Fam108B counter = -0.4 | MEX-5 binding = -1.6 | MCL1 BIM primary = 12.5

# (next part)
SMILES,PME-1 primary,VLA-4 inh,Efflux pump mplx,GLD-1 RNA inh,BCLXL inh,GRK2 aptamer HTS,Fam108B counter,MEX-5 binding,MCL1 BIM primary
CCOC(=O)N1CCN(C(=O)c2cccc(N3C(=O)NC4CC3(C)Oc3ccccc34)c2)CC1 (stereo not given),1.3,2.8,0.0,5.6,3.5,1.0,-0.4,nt,2.1
CCN(CC(=O)Nc1c(F)cccc1F)C(=O)/C=C/c1ccc2ccccc2n1,-2.8,-3.9,0.0,0.5,31.8*,94.0*,3.4,-1.5,86.5*
COc1ccc(Nc2nc3ccc(OC)cc3s2)cc1,15.9,17.2,-0.1,1.8,-0.8,1.0,5.5,-1.5,-1.0
O=c1[nH]c2cc(Cl)ccc2n1-c1ccccc1,-7.2,-2.3,0.0,9.8,1.4,0.0,-1.0,1.0,-2.4
COc1ccc(C(=O)NCc2ccc3c(c2)OCO3)cc1S(=O)(=O)NCc1ccc(Cl)cc1,3.2,9.9,0.2,5.5,2.7,2.0,-6.2,4.2,7.6
O=[N+]([O-])c1ccccc1S(=O)(=O)N1CCc2ccccc2C1,12.3,-3.6,0.1,4.0,5.8,0.0,-1.6,1.4,1.7
CCN(CC)CCCN(C(=O)c1ccc(OC)cc1)c1nc(-c2ccc(OC)cc2)cs1,2.8,2.7,0.2,7.5,1.7,0.0,-1.3,2.2,-7.8
O=C(c1ccc(F)cc1)C1CCN(CCn2c(=S)[nH]c3ccccc3c2=O)CC1,-1.2,9.7,-0.1,-1.4,2.0,0.0,-6.2,-1.0,13.7
CCc1ccc(CCC(=O)Nc2ccc(C(=O)O)cc2)o1,-0.1,4.8,-0.3,6.1,5.4,0.0,0.8,-2.6,7.5
O=C(N/N=C/c1cccc([N+](=O)[O-])c1)c1cc[n+](CCO)cc1,-2.4,18.8,-0.1,-1.4,3.4,0.0,1.5,-2.5,12.6
FC(F)(F)c1cccc(-n2c(Cn3nnc4ccccc43)n[nH]c2=S)c1,-6.5,-10.7,0.0,7.1,-12.1,0.0,5.3,1.4,-12.1
CCOC(=O)COc1c(C(=O)OC)sc2ncccc12,1.6,-4.0,0.0,-2.7,2.7,1.0,-3.9,-1.9,-0.2
COC(CNC(=O)C(=O)NCC1CCCN1S(=O)(=O)c1cccs1)OC (stereo not given),0.6,5.5,0.1,0.8,7.8,0.0,-0.8,-0.4,7.0
Cc1ccc(C)c(-n2c(Cc3cc(=O)[nH]c(=O)[nH]3)nnc2SC(C)C)c1,-0.1,36.7,0.0,6.2,2.8,3.0,-3.1,0.2,-0.8
S=c1nc(C23CC4CC(CC(C4)C2)C3)[nH][nH]1,0.9,-1.0,0.3,-2.7,4.4,0.0,-0.3,-0.2,2.5
O=C1CN(C(=O)C2CC2)c2ccccc2N1,-3.0,8.3,-0.1,2.1,2.2,1.0,-1.0,3.2,0.9
O=C(CSc1nnc(-c2ccccc2)c2ccccc12)NCCN1C(=O)CSC1=O,-2.2,-9.4,0.0,1.0,-0.7,0.0,nt,nt,-4.4
Cc1c(-c2ccc(OCc3ccccc3)cc2)nc2ccccc2c1C(=O)O,3.6,12.8,-0.2,-6.3,7.3,0.0,-0.1,0.2,2.7
Cc1ccc(NC(=O)CC(C)CC(=O)NCc2ccccc2)cc1Cl (stereo not given),-6.2,0.1,-0.2,-2.7,0.9,0.0,-0.4,2.3,-7.1
C/C(=N\O)C(C)/[N+]([O-])=C/c1nc(C)c(C)n1O (stereo not given),-2.4,22.1,0.1,-13.4,-1.7,4.0,-0.8,-12.4,-4.9
CC(=O)Nc1ccc(CN(C)CC2CCCN(CCc3cccc(C(F)(F)F)c3)C2)cc1 (stereo not given),2.0,11.1,0.0,-1.4,7.0,0.0,-2.3,-0.2,4.7
COc1ccccc1/C=C/C=N/NC(=O)CCn1cnc2ccccc21,0.7,-2.6,0.0,1.7,-1.4,0.0,0.8,-0.7,-0.5
CCC(=O)N(Cc1cc2c(C)ccc(C)c2[nH]c1=O)C1CCCCC1,7.9,-4.2,-0.1,4.2,-0.2,0.0,2.4,1.0,7.3
COC(=O)C[C@H]1c2ccccc2S(=O)(=O)N1C(C)C,-9.4,-2.7,-0.1,4.2,-2.1,1.0,-0.8,2.0,-5.1
CN(CC(=O)Nc1ccc2c(c1)OCCO2)CC(=O)Nc1ccc(F)c(F)c1F,nt,-9.7,0.3,4.9,nt,5.0,nt,nt,nt
CC(C)(C)c1ccccc1NC(=O)COC(=O)CN1C(=O)NC2(CCCC2)C1=O,-6.0,7.1,0.0,7.6,-10.3,2.0,-2.3,-0.9,-11.2
CCC(=O)Nc1ccccc1C(=O)OCC(=O)c1ccccc1,4.5,-5.4,0.1,-5.5,5.0,0.0,2.0,-1.0,7.0
CC(=O)CSc1nnc(CN2C(=O)CSc3ccc(C(F)(F)F)cc32)n1C,2.4,2.5,-0.1,-1.8,-27.6,nt,1.5,-0.3,-22.5
CSc1ccc(C#N)cc1NC(=O)c1ccccc1,2.2,-0.9,0.3,-1.9,1.6,0.0,0.5,-0.2,4.0
Cc1ccc(S(=O)(=O)N2CCN(C(=O)CCCOc3ccc(Cl)cc3C)CC2)cc1,0.4,-8.9,-0.1,-12.4,1.6,1.0,6.2,0.8,0.2
CCCCc1cc(=O)oc2cc(C)cc(OC(C)C(=O)NCc3ccccn3)c12 (stereo not given),-4.2,-0.2,-0.1,2.6,10.3,2.0,-0.6,-0.6,3.0
Cc1cccc(NC(=O)CNC(=O)CN2CCN(C)CC2)c1C,0.4,10.9,0.1,6.5,3.1,0.0,nt,nt,1.4

# Compound profiles, from the list above:
# CN(CC(=O)Nc1ccc2c(c1)OCCO2)CC(=O)Nc1ccc(F)c(F)c1F as listed: PME-1 primary = nt; VLA-4 inh = -9.7; Efflux pump mplx = 0.3; GLD-1 RNA inh = 4.9; BCLXL inh = nt; GRK2 aptamer HTS = 5.0; Fam108B counter = nt; MEX-5 binding = nt; MCL1 BIM primary = nt
# CC(C)(C)c1ccccc1NC(=O)COC(=O)CN1C(=O)NC2(CCCC2)C1=O as listed: PME-1 primary = -6.0; VLA-4 inh = 7.1; Efflux pump mplx = 0.0; GLD-1 RNA inh = 7.6; BCLXL inh = -10.3; GRK2 aptamer HTS = 2.0; Fam108B counter = -2.3; MEX-5 binding = -0.9; MCL1 BIM primary = -11.2
